Screening results deposited in PubChem by The Scripps Research Institute Molecular Screening Center.
ARFGAP1 inhibitor – inhibitors of rat ARFGAP1; Arfgap1-stimulated ARF1 GTP hydrolysis, GDP FP detection; Q62848; AID 651572; inhibition, % at 16.5 µM; hit rate 0.26% among 360,000;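 active = inhibition above a per-plate limit, mean inhibition of low control wells plus 3 SD, cut at about 25% in these data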;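 note: 0% = DMSO wells with enzyme and 100% = wells lacking Arfgap1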
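material = rat Arfgap1 catalytic domain, aa 1-136 | also added = human ARF1(Δ1-17)-GTP substrate | compound dosing = one concentration, 16.5 µM, DMSO 1.26% | times = GTP hydrolysis reaction 2 h at 25 °C | measured by = FP, GDP Alexa 633 tracer displaced from anti-GDP antibody, 620/688 nm | evaluation = percent inhibition of Arfgap1-stimulated GTP hydrolysis | replication = single well per compound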
Tn6 DDE FP – DD(E)-Tn6 binding inhibition, primary FP screen; P02675; Fibrin DD(E) TRITC-Tn6 fluorescence polarization displacement; inhibition, % at 8.3 µM; hit rate 0.21% among 370,000; AID 720509;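 active = inhibition above a per-campaign cutoff: mean of compounds within control limits plus 3 SD, cut at about 15% in these data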;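 note: 0% = median of all compound wells on the plate and 100% = blocking peptide control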
Target sequence (P02675 whole entry, looked up): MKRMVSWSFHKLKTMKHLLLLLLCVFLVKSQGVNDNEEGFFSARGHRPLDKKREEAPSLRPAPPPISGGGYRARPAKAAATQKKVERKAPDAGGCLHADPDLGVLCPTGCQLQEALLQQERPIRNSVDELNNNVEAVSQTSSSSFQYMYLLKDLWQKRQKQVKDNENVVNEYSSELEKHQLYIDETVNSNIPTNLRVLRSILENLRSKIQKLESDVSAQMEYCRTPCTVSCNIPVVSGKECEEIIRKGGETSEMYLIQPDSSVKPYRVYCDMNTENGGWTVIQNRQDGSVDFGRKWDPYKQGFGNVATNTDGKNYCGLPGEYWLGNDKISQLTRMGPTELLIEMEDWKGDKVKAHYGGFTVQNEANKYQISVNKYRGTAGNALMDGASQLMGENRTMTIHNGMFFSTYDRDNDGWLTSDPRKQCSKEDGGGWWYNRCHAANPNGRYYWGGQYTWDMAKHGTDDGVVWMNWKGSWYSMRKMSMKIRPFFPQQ
PLCg1 inh – PLC-gamma1 (human) inhibition, primary screen; P19174; purified PLC-gamma1, fluorogenic substrate, fluorescence; inhibition, % at 12.2 µM; hit rate 0.84% among 370,000; in the data active = inhibition above about 9.5%
PLC-beta3 inh – inhibitors of human phospholipase C beta3. Purified PLC-beta3, fluorogenic substrate, fluorescence. inhibition, % at 12.2 µM. hit rate 0.18% among 370,000. AID 720704; in the data active = inhibition above about 11%;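 note: 0% = median of compound wells on plate and 100% = full blocker control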
UHRF1 MBD2 ctr – human UHRF1 methylated DNA binding inhibitors | Q96T88 | UHRF1 binding to methylated oligo, TR-FRET | inhibition, % at 4.4 µM | hit rate 0.75% among 370,000 | AID 687016; in the data active = inhibition above about 21%;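 note: UHRF1 SRA domain binding a hemimethylated CpG hairpin DNA probe; 0% = median of test compound wells and 100% = reference inhibitor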
ASAP1 GAP inh – inhibitors of human ASAP1 ArfGAP activity. Q9ULH1. ASAP1-stimulated ARF1 GTP hydrolysis, GDP FP detection. inhibition, % at 16.5 µM. hit rate 0.19% among 360,000. AID 624377; in the data active = inhibition above about 25%;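 note: 0% = vehicle with enzyme and substrate and 100% = no enzyme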
KLK7 zymogen act – activates the human kallikrein-7 zymogen; P49862; purified proKLK7, EDANS-DABCYL substrate fluorescence; 100% is mature enzyme control, 0% vehicle; activation, % at 7 µM; hit rate 0.9% among 370,000; AID 652039;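 active = activation above the mean of all tested compounds plus 3 SD, computed per campaign excluding outliers beyond control limits, cut at about 13% in these data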
DDE Tn7 FP inh – inhibitors of Tn7 peptide binding to human fibrin DD(E). P02675. FP displacement of FITC-Tn7 peptide from fibrin DD(E); 0% = median of compound wells per plate. inhibition, % at 8.3 µM. hit rate 0.13% among 370,000. AID 720508;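 active = inhibition above the mean of compounds falling within the control limits plus 3 SD of them, cut at about 14% in these data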;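 note: 0% = plate median of compound wells and 100% = 10 µM Aha-Tn7 peptide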
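Assay system: human fibrin DD(E). Input: DD(E) 2 µM final. Medium: Tris buffer with calcium and detergent, pH 7.8. Compound dosing: single point at 8.3 µM. Timing: 10 min plus 3 h, room temperature. Technique: fluorescence polarization of the labelled Tn7 tracer. Read-out: percent inhibition. Replicates: singlicate testing.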
MBD2 inh – MBD2-methylated oligo binding inhibition; TR-FRET, MBD2 binding to methylated oligonucleotide; inhibition, % at 4.4 µM; hit rate 0.31% among 370,000; AID 686964; in the data active = inhibition above about 13%
Target sequence (Q9UBB5 whole entry, looked up): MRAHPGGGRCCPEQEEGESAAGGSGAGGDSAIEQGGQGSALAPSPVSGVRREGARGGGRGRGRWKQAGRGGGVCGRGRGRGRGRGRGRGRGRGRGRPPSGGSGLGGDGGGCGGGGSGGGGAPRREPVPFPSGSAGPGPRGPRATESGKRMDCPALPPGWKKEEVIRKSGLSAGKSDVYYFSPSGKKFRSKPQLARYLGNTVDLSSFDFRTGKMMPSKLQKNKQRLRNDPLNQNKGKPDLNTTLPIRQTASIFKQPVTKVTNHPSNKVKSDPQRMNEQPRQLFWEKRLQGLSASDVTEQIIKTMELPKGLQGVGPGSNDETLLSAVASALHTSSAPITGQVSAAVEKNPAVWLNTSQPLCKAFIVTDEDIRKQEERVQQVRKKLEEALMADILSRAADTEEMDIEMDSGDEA
ADAM17 inh – inhibitors of human ADAM17 | P78536 | recombinant ADAM17, EDANS/DABCYL FRET peptide cleavage | inhibition, % at 6.95 µM | hit rate 0.83% among 370,000 | AID 720648;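 active = inhibition above the mean of compounds lying between control limits plus 3 SD, set per campaign, cut at about 8.5% in these data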;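 note: 0% = DMSO-only wells as the low control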
An asterisk follows results filed as active; i = inactive; · = not tested or not shown.

KLK7 zymogen act	PLCg1 inh	UHRF1 MBD2 ctr	DDE Tn7 FP inh	Tn6 DDE FP	ARFGAP1 inhibitor	PLC-beta3 inh	MBD2 inh	ADAM17 inh	ASAP1 GAP inh	canonical_smiles
-0.7	1	-3	0	-2	2	-2	-1	0	-20	COc1ccc2nc(NC(=O)c3ccccc3C(=O)O)sc2c1
0.0	4	4	-1	0	13	-6	3	-3	11	COc1ccc(C)cc1S(=O)(=O)N1CCCC(N2CCOCC2)C1 (stereo unspecified)
29*	-286	-3	-3	-4	2	-284	-3	-346	2	CCOC(=O)C1=C(C)OC(N)=C(C#N)C1c1cc2c(cc1[N+](=O)[O-])OCO2 (stereo unspecified)
-1.1	-6	-2	2	0	23	-10	-7	-6	8	CCOCCCNC(=S)N1CCCN(c2nc3cc(C)cc(C)c3cc2C#N)CC1
12	-221	-1	-7	8	-13	-271	1	-408	-3	O=C(c1cccc(-c2cncc3nccn23)c1)N1CCOCC1
0.5	-2	2	0	0	-7	0	0	-3	-16	COCC(=O)N1CCC(c2nc3ccccc3[nH]2)CC1
-0.2	-26	-2	-7	-8	-1	-29	0	-1	-4	CCOC(=O)c1oc2cccc(OC(C)=O)c2c1C
-6.8	i	-2	1	12	0	i	-2	i	0	CCCc1cc(=O)oc2c3c(cc(OCC(=O)NCc4ccncc4)c12)OC(C)(C)CC3
0.4	-10	2	-4	-3	-7	-21	20*	-72	0	CNC(=S)N(Cc1cc2cc(OC)c(OC)cc2[nH]c1=O)C1CCCC1
-0.1	2	13	0	7	-4	-9	5	2	-6	O=C(COC(=O)Cc1ccsc1)Nc1cccc(Cl)c1
0.0	1	0	-2	4	-7	3	-1	1	6	O=C(C(=O)N1CCN(S(=O)(=O)c2ccc(OC(F)(F)F)cc2)CC1)c1cccc(C(F)(F)F)c1
-1.2	-4	-3	-10	-5	-7	-5	5	-1	4	COc1ccc(CNCC(=O)Nc2sccc2C#N)cc1
0.2	10*	-6	-1	-1	-10	11*	-10	7	-11	Cc1oc2cc([N+](=O)[O-])c(O)c([N+](=O)[O-])c2c1C(=O)c1ccc(Cl)cc1
-0.2	1	1	4	2	-4	-4	3	2	-7	CCCC(=O)NC(Nc1cc(C(F)(F)F)ccc1Cl)C(Cl)(Cl)Cl (stereo unspecified)
-0.2	-4	10	2	6	-7	5	5	-4	8	O=C(O)CC1(c2ccccc2)C(=O)c2ccccc2C1=O
-0.5	-4	8	2	1	0	-6	2	-3	14	CC(OC(=O)c1cc(Br)ccc1O)C(=O)NCc1ccc2c(c1)OCO2 (stereo unspecified)
0.4	4	-1	1	-6	-1	8	2	4	2	CCOc1ccc(N2C(=O)C3C(C2=O)C3(c2ccccc2)c2ccccc2)cc1 (stereo unspecified)
-0.2	5	12	-4	-10	2	-6	6	18*	5	Cc1cc(C(=O)COC(=O)CC2Sc3ccccc3NC2=O)c(C)n1-c1ccccc1 (stereo unspecified)
0.2	-3	0	7	4	9	-7	-3	0	-7	CN(C)n1cccc1/C=C(\C#N)S(=O)(=O)c1ccc(Cl)cc1
-0.4	2	0	0	3	-11	-1	-2	1	-3	CC(C)C(=O)Nc1c2c(nn1-c1ccc([N+](=O)[O-])cc1)CS(=O)(=O)C2
0.1	0	-2	8	8	1	-5	-1	3	5	COc1ccc(CNc2ncc(-c3cccc([N+](=O)[O-])c3)n2C)c(OC)c1OC
-0.2	5	0	7	0	10	3	-5	8	11	Cc1cccc(COC[C@H](Cc2ccccc2)N2CCN(C(=O)c3ccc(C(F)(F)F)cc3)CCC2=O)c1
-0.6	2	-4	0	6	10	-4	-4	-1	5	O=C1/C(=C/c2cccnc2)SC(=S)N1NS(=O)(=O)c1ccccc1
0.4	-5	5	1	-4	1	-5	2	-5	-4	O=C(NCCc1ccccc1)/C(=C\c1ccc([N+](=O)[O-])cc1)NC(=O)c1ccccc1
0.6	1	-2	-2	4	0	2	-1	0	7	CCOC(=O)CC(NC(=O)c1cccc2c1C(=O)N(Cc1cccnc1)C2)c1ccc(OC(C)C)cc1 (stereo unspecified)
0.4	-1	-1	-3	1	11	5	0	0	2	C=CCSc1nc2c(N)ncnc2n1C1OC(CO)C(O)C1O (stereo unspecified)
-0.1	0	4	2	2	9	2	3	-2	5	COc1cc2c(cc1OC)CN(C(=O)CN1C(=O)c3ccc([N+](=O)[O-])cc3C1=O)CC2
-0.2	1	-2	0	-6	6	-2	0	-2	11	CCCOC(=O)C1[C@H]2C(=O)N(Cc3ccco3)C[C@]23C=C[C@H]1O3 (stereo partly specified)
0.1	2	-1	-6	-9	9	0	1	4	5	O=C(Nc1nc(-c2ccc(F)cc2)cs1)C1CCN(C(=O)c2ccc(F)cc2)CC1
0.0	0	3	-1	-6	2	0	0	-1	-11	Cn1c2ccccc2c2nnc(N/N=C/c3ccc(O)cc3)nc21
0.3	-1	1	-1	-13	-9	-1	3	-1	-9	Cc1ccccc1C(=O)N1CCN(c2ccc(NC(=O)CSc3ccc(Cl)cc3)cc2)CC1
-0.3	-2	1	5	-5	1	0	-4	-4	-11	COc1ccc(C(=O)O)cc1S(=O)(=O)NC1CCN(Cc2ccccc2)CC1
0.0	0	-1	-1	-8	1	1	-2	-1	3	Cn1c(N)c(C(=O)NCc2ccccc2Cl)sc1=S
-0.1	4	3	-5	3	17	-3	-1	-1	-3	NNC(=O)Cn1nnc(-c2ccc(C(F)(F)F)cc2)n1
0.0	9	3	-5	2	8	12*	-4	3	15	CC(C)CC(=O)Nc1c2c(nn1-c1ccc(F)cc1)CSC2
0.2	-1	1	2	-1	9	-12	7	-35	4	CCOc1ccc2c(c1)c(=O)c(S(=O)(=O)c1ccc(C)cc1)cn2CC
0.7	-5	-3	1	3	-8	-6	-4	-2	-8	COc1ccc(C(=O)NCc2ccccc2CN2CCCC2)cc1S(=O)(=O)Nc1ccc(C)cc1
-0.4	1	3	5	-5	2	2	5	0	9	C=CCC[C@H](Cc1ccc(F)cc1)C(=O)OC[C@@H](C)NC(=O)[C@H](CC=C)CC(=O)NCCO
-0.2	-2	4	-2	8	10	-3	2	-9	-7	Cc1cc(NC(=O)CSC2=Nc3ccccc3C3=NC(Cc4ccccc4)C(=O)N23)n[nH]1 (stereo unspecified)
1.2	0	-1	-3	0	4	3	-5	-2	-8	CC(C)N(C(=O)[C@H]1CC(CC(=O)NCc2ccco2)C(=O)N2CCc3c([nH]c4ccccc34)[C@]12C)C(C)C (stereo partly specified)
-0.4	4	1	-6	6	11	2	-6	1	-6	COCC(C)N=Cc1c(O)[nH]c2ccccc12 (stereo unspecified)
-0.2	0	1	2	-4	7	-7	-3	-4	8	COc1ccc(NC(=O)C2CCN(C(=O)Nc3ccc(C)cc3)CC2)cc1OC
-0.8	-21	3	1	-9	6	-27	1	-14	10	COc1ccc(C2=NN3C(C2)c2ccccc2OC32C(=O)N(C)c3ccccc32)cc1 (stereo unspecified)
0.1	-3	0	0	6	11	-8	5	-3	21	COc1cccc(CNS(=O)(=O)c2ccc(S(=O)(=O)NC3CC3)cc2)c1
0.5	0	-1	4	-3	-2	4	-6	-3	17	CC1CCCC(C)N1C(=O)CSc1nc2ccccc2s1 (stereo unspecified)
0.1	0	1	-6	0	1	0	0	-3	-7	Cc1ccc(C)c(Nc2nn3c(=O)c4ccc(C(=O)NCc5cccnc5)cc4nc3s2)c1
-0.6	-1	-1	-6	1	4	-3	2	-1	1	Clc1ccc(Oc2cnns2)cc1Cl
1.7	-5	-1	2	4	-15	-7	-4	-11	-3	O=C(NCc1cccc(C(F)(F)F)c1)C1C(=O)Nc2ccccc2C(=O)N1C1CCCC1 (stereo unspecified)
0.7	-3	0	-1	10	-3	-4	1	2	-9	CC(C)(C)OC(=O)N1CCN(c2ccc(CNC(=O)c3ccc(Cl)cc3)cc2)CC1
-0.1	2	-4	-4	-3	·	0	-8	2	·	Cc1cc(NS(=O)(=O)c2ccc(NC(=O)CSc3nnc(-c4ccc(Cl)cc4)n3Cc3ccco3)cc2)nc(C)n1

Later entries
KLK7 zymogen act	PLCg1 inh	UHRF1 MBD2 ctr	DDE Tn7 FP inh	Tn6 DDE FP	ARFGAP1 inhibitor	PLC-beta3 inh	MBD2 inh	ADAM17 inh	ASAP1 GAP inh	canonical_smiles
0.1	-1	0	1	-4	-1	1	3	-1	5	Cc1cc(NC(=O)C(C)C)ncc1NC(=O)Cc1ccccc1
-59	-57	0	6	9	-1	-78	0	-1	-2	Cc1cccc2c3nc4ccccc4nc3n(C)c12
-0.2	-1	0	-5	0	5	2	1	0	5	O=S(=O)(/N=C(/Nc1ccccc1)c1ccccc1)c1cccs1
-0.7	5	2	-5	2	9	3	-1	1	3	O=C(N1CCOCC1)C(F)(F)C(F)(F)C(F)(F)C(F)(F)C(=O)N1CCOCC1
0.6	-6	-1	-5	-3	0	-4	0	-3	9	Cc1sc(NC(=O)C2CCCCC2)c(C#N)c1-c1ccccc1
0.2	2	4	-5	1	16	1	-4	-1	-2	Nn1cnc2sc3c(c2c1=O)CCC3
-24	-11	2	4	7	20	-22	0	-55	10	CCOC(=O)N1CCN(C(=O)c2c[nH]c3ccc(S(=O)(=O)N(C)c4ccccc4C)cc3c2=O)CC1
0.6	3	1	-6	10	3	4	0	-1	0	CN(Cc1ccc(Cl)cc1)C(=O)c1ccc2ccccc2n1
3.3	-5	-1	7	6	-7	-8	-1	1	-13	O=C1C(=O)N(Cc2cccnc2)C(c2cccc(O)c2)/C1=C(\O)c1ccc2c(c1)OCCO2 (stereo unspecified)
-0.3	-52	-1	8	0	-8	-79	-1	-10	-8	N#C/C(=C/c1ccncc1)c1nc2ccccc2c(=O)[nH]1
-0.4	2	3	8	-4	9	4	1	-2	16	N#CCCCN1C(=O)C(O)(CC(=O)c2ccc3c(c2)OCCO3)c2ccccc21 (stereo unspecified)
-0.4	4	4	-3	-2	9	-8	-1	-1	-1	O=C(CN1CCN(c2cccc(Cl)c2)CC1)NCc1ccccc1
-1.0	2	1	2	2	-3	0	4	-2	-1	COc1cccc(NC(=O)CN2CCN(CC(=O)Nc3ccc(F)cc3)CC2)c1
